hERG protect = hERG rescue from dofetilide block, primary screen, cell-based, CHO-hERG, FluxOR thallium flux, dofetilide IC70; Voltage-gated inwardly rectifying potassium channel KCNH2 (Homo sapiens), Q12809; dofetilide IC70 present; activation (rescue from dofetilide block), less the hit threshold, % at 10 µM; hit rate 0.51% among 310,000;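 active means activation above the mean of controls blocked by dofetilide plus 5 SD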;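 further: thallium influx through hERG after potassium depolarization seen as dye fluorescence rise; in these data hits start at about 4.7%; inactives centre near -7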
Dyrk1A ADPGlo = rat Dyrk1A kinase inhibitors, primary screen, biochemical, single point, plate reader | ADP-Glo luminescence, NFATc1 peptide | AID 504441, 2011 | inhibition, % at 12.5 µM | Dual specificity tyrosine-phosphorylation-regulated kinase 1A (Rattus norvegicus), Q63470 | hit rate 0.43% among 310,000; in the data active means inhibition above about 50%;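 further: plate controls were vehicle with enzyme for no effect and no enzyme for full effect; many of its hits are not listed in these tables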
RGS4 block = RGS4 inhibitors, primary screen, cell-based, HEK293 M3R inducible RGS4, calcium flux. B-score at 10 µM. Regulator of G-protein signaling 4 (Homo sapiens), P49798. Fluo-4 calcium flux; hits give high values; triggered by carbachol at its EC20. hit rate 0.45% among 310,000. AID 463165, 2010;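 active means B-score, a plate-corrected calcium signal, over three deviations above library mean, with baseline fluorescence within five deviations of library mean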;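 further: RGS4 expression induced by doxycycline in cells with stable M3 receptor; B-score is computed from the integrated fluorescence ratio over baseline after carbachol; higher B-score means a larger calcium signal and so more RGS4 inhibition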
Target sequence (P49798 whole entry, looked up): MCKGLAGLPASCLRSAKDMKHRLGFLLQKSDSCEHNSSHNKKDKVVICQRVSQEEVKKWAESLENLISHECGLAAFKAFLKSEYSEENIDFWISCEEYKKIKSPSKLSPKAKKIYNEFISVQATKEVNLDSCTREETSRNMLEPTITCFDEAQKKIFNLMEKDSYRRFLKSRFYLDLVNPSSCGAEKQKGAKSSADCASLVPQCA
GSK3 alpha inh = blockers of GSK3A enzyme activity – biochemical, luminescence, cell-free homogeneous, HTS, primary screen. hit rate 0.1% among 320,000. GSK-3 alpha kinase, ADP-Glo luminescence, 60 min. inhibition, % at 10 µM. Glycogen synthase kinase-3 alpha (Homo sapiens), P49840;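 in the data active means inhibition above about 50%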;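 further: GST-tagged GSK-3 alpha with peptide substrate and 25 µM ATP; 0% = DMSO neutral wells and 100% = GW8510 positive control wells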
Target sequence (P49840 whole entry, looked up): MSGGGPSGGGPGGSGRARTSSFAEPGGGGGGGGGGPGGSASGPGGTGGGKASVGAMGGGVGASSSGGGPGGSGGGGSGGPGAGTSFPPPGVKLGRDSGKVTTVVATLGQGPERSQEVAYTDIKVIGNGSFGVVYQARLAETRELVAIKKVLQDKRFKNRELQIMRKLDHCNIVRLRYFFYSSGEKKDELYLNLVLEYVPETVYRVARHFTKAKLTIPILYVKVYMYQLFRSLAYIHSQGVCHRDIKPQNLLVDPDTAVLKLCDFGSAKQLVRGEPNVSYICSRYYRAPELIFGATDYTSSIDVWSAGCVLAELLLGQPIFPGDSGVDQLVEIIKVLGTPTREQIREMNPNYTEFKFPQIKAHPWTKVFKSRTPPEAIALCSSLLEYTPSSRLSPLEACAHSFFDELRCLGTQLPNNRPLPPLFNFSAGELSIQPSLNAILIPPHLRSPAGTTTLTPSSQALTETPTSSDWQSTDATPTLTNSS
KCNK3 inh = human KCNK3 channel inhibitors, primary screen, CHO cells, FluxOR thallium flux, B-score; Potassium channel subfamily K member 3 (Homo sapiens), O14649; FluxOR fluorescence; hits give low values; B-score at 10 µM; hit rate 0.84% among 340,000;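 active means B-score under library mean minus 4 SD, starting fluorescence ratio at most library mean plus 5 SD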;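 further: more negative B-score means stronger inhibition of thallium flux through KCNK3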
KCNQ1 inh = inhibitors of human KCNQ1 channel, primary screen, cell-based, thallium flux, high-throughput; CHO-K1 KCNQ1, FluxOR thallium flux fluorescence; hits give high values; B-score at 10 µM; hit rate 1.3% among 310,000; AID 2642, 2010;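 active means compounds whose thallium flux B-score, printed positive for inhibition, exceeds three library SD while starting fluorescence stays within three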;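 further: channel opened by potassium depolarization with thallium stimulus after 20 min compound exposure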
KCNQ1 act = potentiators or activators of KCNQ1 channel, primary screen, cell-based, thallium flux, high-throughput; Potassium voltage-gated channel subfamily KQT member 1 (Homo sapiens), P51787; CHO-K1 KCNQ1, thallium flux FluxOR fluorescence; hits give high values; B-score at 10 µM; hit rate 0.35% among 310,000;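 active means fluorescence ratio B-score, a plate-corrected score, at least three library SD, with initial intensity B-score within 5 SD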
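Assay system: CHO-K1 cells stably expressing KCNQ1; Medium: assay buffer with matched DMSO; Also added: K+/Tl+ depolarizing stimulus; Dosing: single dose; Timing: dye 90 min, compound 20 min, room temperature; Measured by: kinetic FluxOR thallium fluorescence, 10-s 1-Hz baseline, 110-s post-stimulus read; Read-out: peak-minus-minimum fluorescence over initial fluorescence, negative-control normalized, B-scored.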
RGS4 pot = RGS4 potentiators or activators, primary screen, cell-based, HEK293 M3R inducible RGS4, calcium flux. carbachol calcium flux Fluo4; hits give low values. B-score at 10 µM. hit rate 0.92% among 310,000. AID 463111, 2010;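 active means B-score of the integrated calcium signal more than 4 SD below the library mean, with starting fluorescence not abnormally high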;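 further: negative B-score means reduced calcium response which marks RGS4 activation or potentiation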
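Detection: kinetic calcium fluorescence imaging with Fluo4-AM dye, 2 µM / Material: HEK293 cells with stable M3R and inducible RGS4 / Schedule: recording 10 s baseline at 1 Hz, 100 s post-agonist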
PolyA inhibitor = polyadenylation inhibitors in yeast reporter cells, primary screen, luminescence, S. cerevisiae; S. cerevisiae SKY197-pL101 polyadenylation reporter, beta-gal luminescence; efflux-impaired pdr1/pdr3 knockout yeast; score 100 = 6 SD above DMSO; calls only at 12 µM; hit rate 0.02% among 300,000; AID 1875, 2009;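 active means lowest replicate activity score at least 50, where 100 means six control SD above control mean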;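 further: yeast exposed to compound for 9 h at 30 °C; higher score means more reporter readthrough which indicates perturbed polyadenylation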
GSK3beta inhib = human GSK3beta kinase inhibitors, primary screen, biochemical, cell-free homogeneous, HTS; Glycogen synthase kinase-3 beta (Homo sapiens), P49841; GST-GSK3beta kinase, ADP-Glo luminescence, 60 min; hits give low values; activity score (negative = inhibition), % at 10 µM; hit rate 0.038% among 300,000;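 active means more than half of replicate wells score below -50%, meaning over 50% inhibition versus plate controls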;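 further: 0% = median DMSO wells and -100% = median GW8510 positive control wells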
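Test system – GST-tagged human GSK3beta kinase, cell-free · Incubation – 60 min enzyme reaction, room temperature · Signal – ADP-Glo luminescence · Also added – peptide substrate and ATP at 25 µM · Controls – DMSO neutral wells and GW8510 at 20 µM as positive · Buffer or medium – Tris/MgCl2 kinase buffer · Measure – Luminescence-derived activity versus plate DMSO and GW8510 wells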
KCNK9 block = KCNK9 potassium channel inhibitors, primary screen, HEK293 cells, thallium flux. Potassium channel subfamily K member 9 (Homo sapiens), Q9NPC2. FluxOR thallium flux fluorescence; hits give low values. B-score at 10 µM. hit rate 1.2% among 310,000;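 active means ratio B-score over 3 SD below the library mean, with starting fluorescence within 5 SD of its mean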;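 further: negative B-score means less thallium flux so channel inhibition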
Target sequence (Q9NPC2 whole entry, looked up): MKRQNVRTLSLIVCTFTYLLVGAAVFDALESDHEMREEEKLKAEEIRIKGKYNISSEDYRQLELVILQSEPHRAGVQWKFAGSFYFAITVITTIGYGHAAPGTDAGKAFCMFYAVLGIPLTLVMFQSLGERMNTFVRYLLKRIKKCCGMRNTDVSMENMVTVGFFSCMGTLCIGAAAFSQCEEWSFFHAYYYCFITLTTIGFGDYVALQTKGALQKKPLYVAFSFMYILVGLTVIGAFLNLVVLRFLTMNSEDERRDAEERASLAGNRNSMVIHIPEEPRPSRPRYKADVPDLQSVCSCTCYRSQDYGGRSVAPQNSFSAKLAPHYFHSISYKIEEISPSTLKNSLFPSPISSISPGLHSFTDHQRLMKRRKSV
* hit, by the source's call; i = inactive; . = no result given. Some of the compounds tested; rates above refer to the full screens.

SMILES	hERG protect	Dyrk1A ADPGlo	RGS4 block	GSK3 alpha inh	KCNK3 inh	KCNQ1 inh	KCNQ1 act	RGS4 pot	PolyA inhibitor	GSK3beta inhib	KCNK9 block
COc1cc(/C=C/C(=O)OCC(=O)Nc2ccc(C)c(S(=O)(=O)N3CCCCC3)c2)ccc1O	-6.3	-1.6	i	-2.7	i	i	i	i	i	1.4	i
O=c1cc(N2CCCCC2)c(-c2ccccc2)nn1Cc1cccc(F)c1	-13.6	-0.1	i	-0.4	i	i	i	i	i	-1.6	i
O=C(c1ccc(Cn2cc([N+](=O)[O-])cn2)o1)N1CCCCCC1	-5.7	1.0	i	12.0	i	i	i	i	i	-0.4	i
CCOC(=O)c1c2n(c3c(NCc4ccccc4)ncnc13)CCCC2	-9.1	4.5	i	2.3	i	i	i	i	i	2.7	i
CC(=O)Nc1ccc(S(=O)(=O)Nc2nc3ccc([N+](=O)[O-])cc3s2)cc1	1.9	10.5	i	-3.6	i	i	i	i	i	4.6	i
CC12CN3CC(C)(CN(C1)C3c1ccc(F)cc1)C2 (stereo not drawn)	-14.2	1.4	i	-2.4	i	i	i	i	i	0.4	i
Cc1ccc(N2C(=O)[C@@H]3Cc4ccccc4CN3C2=O)cc1	-8.4	-2.9	i	-0.1	i	i	i	i	.	-1.5	i
COc1ccc(-c2nc(N)n(C(C)=O)n2)cc1	-6.2	-4.7	i	-2.7	i	i	i	i	i	2.2	i
CCOC(=O)C1=NNC2(c3ccc(C)cc3)C(=O)N(c3ccccc3)C(=O)C12 (stereo not drawn)	-5.9	.	i	4.0	i	i	i	i	i	1.5	i
COc1ccc(-c2csc(NC(=O)CN3C(=O)NC4(CCCC4)C3=O)n2)c(OC)c1	-13.3	14.3	i	-4.9	i	i	i	i	i	1.6	i
Cc1ccc(C)c(-c2ccc(=O)n(Cc3cccc(Br)c3)n2)c1	-4.0	1.4	i	-6.3	i	i	i	i	i	-4.5	i
COc1ccc(-n2c(SCC(=O)NCC3CCCO3)nc3c([nH]c4ccccc43)c2=O)cc1 (stereo not drawn)	-5.2	-6.6	i	0.2	i	i	i	i	i	-1.8	i
O=c1c2ccccc2nc2n1C(CSCc1cccc(C(F)(F)F)c1)CS2 (stereo not drawn)	-8.1	6.4	i	2.7	i	i	i	i	i	0.8	i
Cc1ccc(S(=O)(=O)NCCC(=O)N2CCCCCCC2)cc1	-12.5	-7.8	i	-2.7	i	i	i	i	i	-5.4	i
COc1ccc(CO/N=C/c2c(C)[nH]c(=O)[nH]c2=O)cc1	-1.9	2.4	i	-1.4	i	i	i	i	i	-0.2	i
CC(C)CCN(C(=S)Nc1cccc(F)c1)C(C)c1cccs1 (stereo not drawn)	-13.7	-4.7	i	-2.3	-13.8*	i	i	i	i	-2.8	-10.2*
Cc1ccc(-c2nnc(-c3ccccc3)c(N3CCOCC3)n2)cc1	-10.6	-0.4	i	0.8	i	i	i	i	i	-1.7	i
CN(C)S(=O)(=O)N1CCN(CC(=O)Nc2ccc(F)cc2)CC1	-8.9	5.8	i	-0.6	i	i	i	i	i	1.7	i
COC(=O)c1ccc2c(=O)n(CCN3CCOCC3)c(SCC(=O)Nc3ccccc3Cl)nc2c1	-9.8	0.7	i	-0.3	i	i	i	i	i	-1.6	i
COc1ccc(-n2c(CN3CCC(C)CC3)nc3ccc([N+](=O)[O-])cc3c2=O)c(OC)c1	-11.2	4.1	i	-1.5	i	i	i	i	i	-5.2	i
CCOC(=O)C(NCCCO)c1ccccc1 (stereo not drawn)	-5.2	13.4	i	-1.9	i	i	i	i	i	-0.1	i
CCOC(=O)C(CC)n1nc(C)n2c(cc3sccc32)c1=O (stereo not drawn)	-9.1	4.8	i	0.0	i	i	i	i	i	-1.8	i
COc1ccc(NC(=O)N[C@@H](Cc2ccccc2)C(=O)NN)cc1	-11.6	6.6	i	1.8	i	i	i	i	i	-3.0	i
O=C(Cn1nnc(-c2ccc(Cl)cc2)n1)NCC1CCCCC1	-3.4	-6.5	i	-1.6	i	i	i	i	i	1.5	i
CCOc1ccccc1N(CC(=O)N/N=C/c1cc(Br)ccc1OC)S(C)(=O)=O	-9.8	3.0	i	-0.4	i	i	i	i	i	-4.0	i
COc1ccc(-c2ccc(=O)n(Cc3ccc([N+](=O)[O-])cc3)n2)cc1	-4.6	-2.1	i	-2.1	i	i	i	i	i	2.8	i
COC(=O)CCC(=O)N1CCCC(C(=O)c2cc(F)ccc2F)C1 (stereo not drawn)	-5.0	-0.6	i	2.6	i	i	i	i	i	3.2	i
COC1CCN(C(=O)c2ccc(OC3CCN(CCc4ccccc4)CC3)cc2)CC1	-9.7	-3.0	i	-1.0	i	i	i	i	i	-3.6	i
CC(=O)c1ccc(OCc2ccc(C(=O)c3ccccc3)cc2)cc1	1.0	.	i	-2.3	i	i	i	i	i	2.1	i
CCOC(=O)C1CCCN(Cc2c(F)cccc2Cl)C1 (stereo not drawn)	-15.0	0.6	i	-0.9	i	i	i	i	i	-0.6	i
O=C(CCS(=O)(=O)c1ccccc1)Nc1nc2cc3c(cc2s1)OCCO3	-9.9	3.4	i	0.3	i	i	i	i	i	2.0	i
CC(=O)c1ccc(S(=O)(=O)Nc2cccc(-c3ccc(N4CCOCC4)nn3)c2)cc1	-5.0	14.1	i	.	i	i	i	i	i	-3.7	i
COCCOC(=O)c1c(NC(=O)CN2CCc3ccccc32)sc(C(N)=O)c1C	-11.6	5.2	i	0.0	i	i	i	i	i	0.5	i
CC1CCN(S(=O)(=O)c2nnc(NC(=O)c3cccc([N+](=O)[O-])c3)s2)CC1	-11.3	.	i	4.5	i	i	i	i	i	-0.9	i
CN1CCN(CCc2cn3ncc(C#N)c3nc2-c2ccc(F)cc2)CC1	-7.1	3.0	i	-2.0	i	i	i	i	i	-1.5	i
CCOc1c2ccc(C(=O)NCCCCc3ccccc3)cc2nn1CC	-4.1	.	i	-1.2	i	i	i	i	i	3.0	i
c1ccc(CSc2nnc3c4ccccc4c4ccccc4c3n2)cc1	-6.0	.	i	-1.0	.	i	i	i	i	-0.9	i
Cc1cccc(OCC(=O)N/N=C/c2cn[nH]c2-c2ccc(Cl)c(Cl)c2)c1	-9.7	-3.8	i	1.3	i	i	i	i	i	1.5	i
c1coc(C2=Nc3cccc4cccc(c34)N2)c1	-6.5	28.8	12.7*	-0.3	i	i	i	i	i	-9.1	i
Cc1ccc(N(CC(N)=O)C2SC(=O)NC2=O)cc1 (stereo not drawn)	-4.3	-49.2	i	-4.5	i	i	i	i	i	2.8	i
O=C(NNC(=O)NC1CCCCC1)NC1CCCCC1	-14.9	-5.0	i	-1.9	i	i	i	i	i	0.8	i
COc1nc(N(C)C)nc(N(C#N)CCOC(C)=O)n1	-10.5	-9.2	i	-2.4	i	i	i	i	i	-28.0	i
CC(=O)NC(CCS(C)(=O)=O)C(=O)Nc1cccc(C)c1 (stereo not drawn)	-9.4	3.9	i	-2.8	i	i	i	i	i	-1.4	i
CCNc1ccc(C(=O)OC(C(=O)NC(N)=O)C(C)C)cc1[N+](=O)[O-] (stereo not drawn)	2.5	-6.0	i	-2.4	i	i	i	i	i	-0.4	i
COc1ccc(S(=O)(=O)N(C)CC(=O)NCCCN2CCOCC2)cc1Cl	-3.0	-5.7	i	-1.6	i	i	i	i	i	0.2	i
COc1cc(C2=Nc3c(c(C)nn3-c3ccccc3)P(=O)(N3CCOCC3)O2)cc(OC)c1OC (stereo not drawn)	-8.3	3.6	i	0.1	i	i	i	i	i	1.5	i
Cc1nc(NC(=O)/C=C/c2ccccc2)sc1C(=O)NCCO	-2.6	-1.5	i	0.3	i	i	i	i	i	-0.3	i
O=C(CCN1C(=O)S/C(=C\c2ccccc2)C1=O)NCCCn1ccnc1	-7.4	-2.2	i	-1.2	i	i	i	i	i	1.9	i
COc1cccc(NC(=O)Nc2ccc(Br)cn2)c1	-15.6	1.5	i	-1.6	i	i	i	i	i	-1.6	i
CCn1c(SCC(=O)N2CCCCC2C)nnc1-c1ccc(S(=O)(=O)N2CCN(C)CC2)cc1 (stereo not drawn)	-12.1	-5.4	i	-2.3	i	i	i	i	i	2.1	i
COc1cc(SC)ccc1C(=O)OCC(=O)NCCC1=CCCCC1	-8.4	10.8	i	1.0	i	i	i	i	i	2.3	i
CCCOc1cccc(C(=O)Nc2nnn(CCC)n2)c1	-8.4	7.8	i	-3.8	i	i	i	i	i	-0.6	i
COc1ccc(OC)c(C2SCCN2S(C)(=O)=O)c1 (stereo not drawn)	-11.1	6.5	i	-0.2	i	i	i	i	i	-2.2	i
COc1ccccc1CNC(=O)C1CCC(=O)N1C(C)C (stereo not drawn)	-1.6	-4.4	i	11.6	i	i	i	i	i	0.8	i
CC(C)(C)OC(=O)NC(CCCCNC=O)C(=O)O (stereo not drawn)	-16.5	11.7	i	-5.8	i	i	i	i	i	-1.3	i
O=C(CS(=O)(=O)c1ccccc1)N1CCCCCC1	-8.8	-3.0	i	-1.9	i	i	i	i	i	2.1	i
CC1CC(C)CN(c2oc(-c3ccccc3Cl)nc2C#N)C1 (stereo not drawn)	-4.5	-7.7	i	0.3	i	i	i	i	i	0.8	i

Bioassay records: PubChem BioAssay, several laboratories
